ARNT TACC3 PPI = disruptors of ARNT/TACC3 protein interaction, primary screen, biochemical, AlphaScreen, single concentration; Transforming acidic coiled-coil-containing protein 3 (Homo sapiens), Q9Y6A5; AlphaScreen His-ARNT PAS-B/GST-TACC3 binding, luminescence; TACC3 fragment carries E629A point mutation; inhibition, % at 9.99 µM; 0.66% of 390,000 active; AID 623870, 2012;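 active = mean inhibition of replicates at least 50% and at least half of replicates each reaching 50%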;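 note: 0% = complete ARNT plus TACC3 wells and 100% = ARNT alone without TACC3; many hits fall short of the cut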
RAD54 inh = inhibitors of human RAD54 branch migration, primary screen, biochemical, fluorescence, single point | RAD54 Holliday junction branch migration, FAM/BHQ fluorescence | inhibition, % at 10.4 µM | 0.14% of 360,000 active | DNA repair and recombination protein RAD54-like (Homo sapiens), Q92698 | AID 602329, 2012;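 active = mean normalized replicate activity at least 40 and at least half of replicates scoring 40 or more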;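 note: 0% = median of neutral control wells and 100% = median of positive control wells; inhibitors cause a drop in the FAM fluorescence signal; in these data hits start at about 50%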
PglD DTNB = C. jejuni PglD acetyltransferase inhibitors, primary screen, biochemical, DTNB colorimetric, single point | purified PglD enzyme, DTNB colorimetric CoA detection | UDP-N-acetylbacillosamine N-acetyltransferase PglD (Campylobacter jejuni) | 0.098% of 360,000 active | inhibition, % at 12.5 µM; in the data active = inhibition above about 16%, passing the limit was not always enough; note: strong numbers were not always called active
RAD52 inh = RAD52 DNA annealing inhibitors, primary screen, biochemical, FRET, single point, set 2 | recombinant RAD52 DNA annealing, FRET fluorescence | 0.46% of 360,000 active | AID 651710, 2012 | inhibition, % at 18.7 µM | DNA repair protein RAD52 homolog (Homo sapiens), P43351;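 active = every replicate showing at least 50% inhibition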
Target sequence (P43351 whole entry, looked up): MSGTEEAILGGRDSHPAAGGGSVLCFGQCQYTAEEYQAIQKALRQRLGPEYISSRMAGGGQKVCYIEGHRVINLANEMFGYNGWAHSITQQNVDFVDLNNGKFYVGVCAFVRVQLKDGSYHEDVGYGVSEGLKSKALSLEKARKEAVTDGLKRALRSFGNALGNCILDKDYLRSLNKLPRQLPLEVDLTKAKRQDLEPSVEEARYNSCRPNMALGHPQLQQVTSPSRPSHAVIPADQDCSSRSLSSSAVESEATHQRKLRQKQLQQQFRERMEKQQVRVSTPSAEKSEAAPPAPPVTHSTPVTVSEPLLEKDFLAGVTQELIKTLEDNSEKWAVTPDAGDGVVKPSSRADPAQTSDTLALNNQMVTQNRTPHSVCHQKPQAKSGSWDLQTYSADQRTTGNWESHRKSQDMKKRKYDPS
E-sel inducer = E-selectin induction in HUVECs, primary screen, imaging, HUVEC, immunofluorescence imaging, single point | 0.37% of 260,000 active | normalized: neutral wells 0, TNF-alpha wells 100 | P16581 | activation, % at 7.58 µM | AID 686992, 2013;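 active = mean E-selectin-positive cell signal at least 10% of the positive control, reached in at least 60% of replicates, without over 20% cell loss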;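 note: in these data hits start at about 27%; measured in HUVEC primary endothelial cells; signal is the percent of cells scored E-selectin positive by PE staining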
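Read-out: % PE-positive cells | Test system: HUVEC | Doses: One compound dose added by pin transfer | Buffer or medium: EGM-2 over gelatin coat | Signal: Immunofluorescence imaging | Benchmarks: TNF-alpha, DMSO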
ERp5 block = inhibitors of ERp5-driven insulin aggregation, primary screen, biochemical, turbidity, absorbance 650 nm, single point; Protein disulfide-isomerase A6 (Homo sapiens), Q15084; 90 min; inhibition, % at 9.99 µM; 0.05% of 350,000 active; AID 651711, 2012;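 active = mean replicate inhibition above about 25%, with every replicate also reaching it, limit read from the data, passing the limit was not always enough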
CASP6 VEID inh = human caspase-6 inhibitors, primary screen, biochemical, VEID-R110 fluorescence, single point, set 2; P55212; purified caspase-6, Z-VEID-R110 cleavage fluorescence; inhibition, % at 12.5 µM; 0.53% of 350,000 active;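 active = mean inhibition across replicates at least about 35%, with every replicate also reaching that limit, limit read from the data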;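 note: 0% = median of neutral control wells and 100% = no fluorescence left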
Target sequence (P55212 24-179 limits assumed): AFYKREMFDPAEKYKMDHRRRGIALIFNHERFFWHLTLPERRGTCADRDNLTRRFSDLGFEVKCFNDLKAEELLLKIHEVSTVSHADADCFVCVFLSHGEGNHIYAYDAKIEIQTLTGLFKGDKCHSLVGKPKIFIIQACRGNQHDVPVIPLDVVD
Target sequence (P55212 194-293 limits assumed): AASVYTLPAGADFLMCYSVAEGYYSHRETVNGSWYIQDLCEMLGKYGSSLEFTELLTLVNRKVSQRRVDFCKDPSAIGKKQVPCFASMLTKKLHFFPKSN
esBAF inh = Bmi1 luciferase reporter increase in mESCs, primary screen, esBAF inhibitor project, mouse ES cells, Bmi1 luciferase knock-in, single point | reporter increase, % at 12.5 µM | AID 602393, 2012 | 2% of 350,000 active | 24 h; 100% = twice the neutral-well signal; in the data active = activation above about 40%;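 note: 0% = median of the plate's neutral control wells and 100% = double that signal; a rise in the Bmi1 reporter signal indicates esBAF inhibition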
Starred values were filed as active, the others as inactive; nt = not tested or not shown.

molecule | ARNT TACC3 PPI | RAD54 inh | PglD DTNB | RAD52 inh | E-sel inducer | ERp5 block | CASP6 VEID inh | esBAF inh
O=C(c1ccccn1)N1CC(=O)N2[C@@H](CO)[C@@H](c3ccc(C#Cc4ccccc4)cc3)[C@@H]2C1 | nt | nt | nt | -16 | 0.2 | -4 | -6 | nt
Cc1ccnc(-n2c(C)cc(/C=N/NC(=O)COc3cccc4cccnc34)c2C)c1 | 6 | nt | nt | -13 | 7.6 | 8 | 2 | nt
O=C(CSc1nc2ccccc2c(=O)n1-c1ccccc1)NCc1ccco1 | -5 | -4 | -2 | nt | nt | nt | nt | -3
C[C@@H]1CN([C@@H](C)CO)S(=O)(=O)c2ccc(C#CC3(O)CCCC3)cc2O[C@H]1CN(C)C(=O)c1ccncc1 | 3 | 5 | 1 | -16 | -0.6 | -3 | 0 | 1
CCN1CCN(C(c2ccc(F)cc2)c2nnnn2Cc2cccs2)CC1 (centres undefined) | -3 | 0 | 3 | nt | nt | nt | nt | -3
O=C(NCc1ccccc1)c1nc[nH]c1C(=O)N1CCc2ccccc2C1 | 11 | -3 | 1 | -105 | -0.1 | 4 | 3 | -19
O=C(NNC(=O)C12CC3CC(CC(C3)C1)C2)c1cccc([N+](=O)[O-])c1 | 0 | -8 | -6 | -12 | nt | 4 | -1 | -4
Cc1occc(=O)c1OC(=O)Nc1ccccc1 | -5 | 2 | -5 | nt | nt | nt | nt | 30

Three of these compounds, set out differently:
CCN1CCN(C(c2ccc(F)cc2)c2nnnn2Cc2cccs2)CC1 (centres undefined)
  ARNT TACC3 PPI: -3; RAD54 inh: 0; PglD DTNB: 3; RAD52 inh: nt; E-sel inducer: nt; ERp5 block: nt; CASP6 VEID inh: nt; esBAF inh: -3
Cc1ccnc(-n2c(C)cc(/C=N/NC(=O)COc3cccc4cccnc34)c2C)c1
  ARNT TACC3 PPI: 6; RAD54 inh: nt; PglD DTNB: nt; RAD52 inh: -13; E-sel inducer: 7.6; ERp5 block: 8; CASP6 VEID inh: 2; esBAF inh: nt
C[C@@H]1CN([C@@H](C)CO)S(=O)(=O)c2ccc(C#CC3(O)CCCC3)cc2O[C@H]1CN(C)C(=O)c1ccncc1
  ARNT TACC3 PPI: 3; RAD54 inh: 5; PglD DTNB: 1; RAD52 inh: -16; E-sel inducer: -0.6; ERp5 block: -3; CASP6 VEID inh: 0; esBAF inh: 1

More compounds follow.
molecule | ARNT TACC3 PPI | RAD54 inh | PglD DTNB | RAD52 inh | E-sel inducer | ERp5 block | CASP6 VEID inh | esBAF inh
O=C(c1ccc(Cl)s1)N1CCN(c2ccccc2)CC1 | -7 | 1 | -2 | -32 | nt | 1 | -2 | 8
CC1=C(N2CCCCC2)CCC1=O | nt | 5 | -3 | -16 | 0.0 | -1 | -1 | -4
COc1ccc(C2=NOC(C(=O)N(C)Cc3ccccc3)C2)cc1 (centres undefined) | -4 | nt | nt | -24 | nt | 0 | -1 | 10
CCOc1ccc(NC(=S)N=Nc2c(O)[nH]c3ccccc23)cc1 | 0 | nt | nt | -12 | nt | -3 | 10 | nt
COc1cccc(COc2ccc3c(C)cc(=O)oc3c2)c1 | -6 | -2 | 4 | -8 | 0.5 | 0 | 1 | 51*
CCOc1cc(/C=C2\C(=N)N3N=C(C)SC3=NC2=O)ccc1OCCOc1ccccc1 | -4 | -6 | -11 | -11 | nt | 4 | 0 | 3
Cc1ccc(NC(=O)NC2CC(=O)N(c3ccc4c(c3)OCCO4)C2)cc1F (centres undefined) | -8 | -5 | -2 | -15 | -0.1 | 6 | -1 | -5
O=C(C1CCN(S(=O)(=O)c2ccccc2F)CC1)N1CCc2ccccc2C1 | -1 | -7 | -2 | -4 | -0.1 | 3 | 13 | -8
CCC(C)C1C(C#N)=C(N)Oc2n[nH]c(C)c21 (centres undefined) | -4 | 1 | -1 | 7 | 0.9 | -2 | 3 | -2
COC(=O)C[C@@H]1CC[C@H]2[C@H](COc3ccc(NC(=O)c4cccs4)cc3C(=O)N2C)O1 | 2 | 6 | 0 | nt | -0.1 | nt | nt | 2
COc1cc(N2CCC(O)CC2)ccc1Nc1cc(Nc2ccccc2S(=O)(=O)C(C)C)c2cc[nH]c2n1 | nt | nt | nt | 1 | -4.1 | 0 | -2 | nt
COc1cc(C(=O)NC2CCN(Cc3ccccc3)CC2)cc(Cl)c1OC(C)C | -1 | -3 | 0 | -7 | 0.0 | 1 | -17 | -1
CCCNC(=O)N1[C@H](CO)[C@@H]2c3ccccc3N(C(=O)Nc3cccc(Cl)c3)C[C@@H]21 | 3 | 10 | -5 | -7 | 0.2 | 0 | 1 | 5
CN(C)CC(=O)N[C@@H]1C=C[C@@H](CC(=O)NCCN2CCCCC2)O[C@H]1CO | 5 | 0 | 2 | 1 | -0.1 | 0 | -2 | 4
Cn1cc(/C=C2\SC(=O)NC2=S)c2ccccc21 | -4 | nt | nt | -26 | 1.8 | -16 | 2 | nt
CCN1CCc2c(OCC(=O)Nc3ccccc3)cccc2C1=O | 2 | -3 | -3 | -9 | 0.4 | -3 | 0 | 0
COc1ccccc1NS(=O)(=O)c1cccc(C(=O)NCC(c2ccco2)N2CCCC2)c1 (centres undefined) | 7 | -6 | 2 | -70 | -0.4 | -8 | -85 | 5
COc1ccc(S(=O)(=O)Nc2ccc3c(c2)CC(=O)N([C@H](C)CO)C[C@H](C)[C@@H](CN(C)Cc2ccc4c(c2)OCO4)O3)cc1 | 6 | -1 | 2 | 39 | -0.1 | 3 | 0 | 4
Cc1ccccc1S(=O)(=O)N1CC(=O)N2[C@H](CO)[C@@H](c3ccc(C#Cc4ccccc4)cc3)[C@@H]2C1 | nt | nt | nt | 1 | -0.4 | -2 | 1 | nt
O=C(NCc1nnc2c(C(F)(F)F)cc(Cl)cn12)c1ccco1 | 3 | -18 | 4 | 10 | nt | 7 | 7 | -3
Cc1ccc(NC(=O)CC2SC(=Nc3ccc(O)cc3)NC2=O)cc1 (centres undefined) | -12 | nt | nt | -6 | nt | 1 | 0 | nt
CCOc1ccccc1C(=O)N[C@H](C(=O)Nc1cc(S(=O)(=O)N(C)C)ccc1OC)C(C)C | -4 | nt | nt | -6 | 0.0 | 3 | -2 | nt
COc1cccc(NC(=O)CN(C)C(=O)CCNC(=O)c2ccc(Br)cc2)c1 | -5 | nt | nt | -2 | 0.1 | 3 | 0 | nt
C[C@H](CO)N1C[C@H](C)[C@@H](CN(C)S(=O)(=O)c2ccccc2)Oc2ccc(NC(=O)CCCN(C)C)cc2C1=O | 3 | 1 | 3 | -5 | 0.8 | 3 | -8 | -5
Cc1ccc(S(=O)(=O)Nc2c(O)c3ccccc3oc2=O)cc1C | 3 | 2 | 1 | -14 | 0.2 | 0 | -3 | 8
CCc1c(O)nc(SCC(=O)Nc2nc3ccccc3s2)n(C2CCCCC2)c1=O | 0 | 0 | 3 | -19 | nt | -6 | 4 | 0
COc1ccc(NC(=O)COC(=O)c2ccccc2SCC(=O)N2CCCC2)cc1 | 2 | nt | nt | -20 | 0.1 | 0 | 6 | nt
Cc1csc(NC(=O)CCCC(=O)O)c1-c1nc2ccccc2s1 | 3 | nt | nt | -3 | nt | 2 | 2 | nt
Cc1ccc(S(=O)(=O)Nc2ccccc2C(=O)N2CCCCCC2)cc1 | -2 | -6 | -3 | -7 | nt | 0 | -3 | 0
Cc1cccc(OCc2nnc(SCC(=O)N3CCCC3)o2)c1 | -15 | 3 | 1 | -11 | nt | 4 | -5 | -6
C[C@H](CO)N1C[C@H](C)[C@@H](CN(C)Cc2ccccc2)Oc2ccc(NC(=O)Nc3ccc(C(F)(F)F)cc3)cc2CC1=O | 28 | -4 | 4 | 54* | -0.3 | -1 | 0 | -4
COCC(C)NC(=S)Nc1ccccc1[N+](=O)[O-] (centres undefined) | 18 | 3 | -7 | -17 | 2.2 | 2 | -3 | 14
CC(C)NC(=O)CCNS(=O)(=O)c1ccc(Br)cc1 | 3 | -10 | -1 | nt | nt | nt | nt | -1
Cc1ccc(NC(=O)COC(=O)CCCC2=NS(=O)(=O)c3ccccc3N2)cc1C | -2 | 3 | 3 | -19 | nt | 1 | -3 | 4
CCOC(=O)CNC(=O)CSc1nc(-c2ccccc2)ns1 | 4 | nt | nt | -7 | -0.1 | -3 | -2 | nt
CC(C)c1cn(CC[C@H]2CC[C@@H](NC(=O)C3CCOCC3)[C@H](CO)O2)nn1 | nt | nt | nt | 7 | -2.3 | -1 | 7 | nt
COc1cccc(-c2cnc3c(NC=O)cc(-c4ccc(O)c(OC)c4)cn23)c1 | nt | 15 | -2 | -16 | 0.0 | -1 | 4 | -3
CNC(=O)CSCc1c(F)cccc1Cl | -2 | 5 | 4 | nt | nt | nt | nt | 0
CCOC(=O)N1CCN(C(=O)Nc2ccc3nc(C)sc3c2)CC1 | -1 | -7 | -20 | nt | nt | nt | nt | 11
Cn1c(=O)c2c(ncn2CC(=O)OCC(=O)c2ccc(OC(F)F)cc2OC(F)F)n(C)c1=O | nt | -9 | 4 | -13 | -0.1 | 0 | 55* | -2

Remaining list, next part:
Second line of a record – ARNT TACC3 PPI | RAD54 inh | PglD DTNB | RAD52 inh | E-sel inducer | ERp5 block | CASP6 VEID inh | esBAF inh
C=CC[C@H](CC(=O)NCCO)C(=O)N[C@H](COC(=O)[C@@H](CC=C)Cc1ccc(F)cc1)Cc1ccccc1
    -2 | 5 | 0 | -4 | -0.1 | 1 | 0 | -8
Cc1c(C(=O)N2CC(C(=O)N3CCCCC3)Oc3ccccc32)oc2ccccc12 (centres undefined)
    7 | -5 | 2 | -2 | 0.5 | 0 | -3 | -9
O=C1C2CCCN2C(=O)N1CCN1CCN(c2cccc(C(F)(F)F)c2)CC1 (centres undefined)
    -4 | -10 | 3 | -22 | nt | 1 | -2 | 13
C[C@@H]1CN([C@H](C)CO)C(=O)c2cccc(NC(=O)c3ccncc3)c2O[C@@H]1CN(C)C(=O)NC1CCCCC1
    nt | 5 | -3 | -16 | nt | -1 | 0 | -1
CCCc1nn(C)c2c(=O)[nH]c(-c3cc(S(=O)(=O)N4CCN(C)CC4)ccc3OCC)nc12
    -2 | 10 | 0 | -8 | -0.3 | 5 | 2 | -11
c1ccc(COc2ccc(OCCn3cncn3)cc2)cc1
    -1 | -2 | -5 | nt | nt | nt | nt | 68*
Cc1c(O)ccc(C(=O)CN2CCN(Cc3ccccc3)CC2)c1O
    -1 | -10 | -4 | -13 | nt | nt | 1 | 3
O=C(c1cc(Cl)nc2ccccc12)N1CCN(S(=O)(=O)c2cccc(F)c2)CC1
    13 | nt | nt | -4 | 3.1 | -1 | -12 | 1
CC(n1cnnn1)C12CC3CC(CC(C3)C1)C2 (centres undefined)
    15 | -5 | -7 | nt | nt | nt | nt | -5
CCOC(=O)C1CCCN(S(=O)(=O)NC[C@H]2O[C@@H](n3cnc4c(N)ncnc43)[C@H](O)[C@@H]2O)C1 (some centres undefined)
    4 | -19 | 5 | -4 | 0.5 | -1 | 1 | -2
CCN1CCN(Cc2nnc(-c3ccc(C)cc3)o2)CC1
    3 | -5 | 4 | -2 | nt | 2 | -2 | 3
CC(C)CCN(Cc1ccco1)S(=O)(=O)c1ccc(-c2ccc(=O)[nH]n2)s1
    0 | 5 | 2 | -16 | nt | 4 | 1 | 0
COC(=O)[C@H]1[C@H]2C[C@@H]3c4[nH]c5cc(OC)ccc5c4CCN3C[C@H]2C[C@@H](OC(=O)c2cc(OC)c(OC)c(OC)c2)[C@@H]1OC
    8 | 5 | -3 | -16 | 0.6 | -1 | 4 | 0
N#CC1(NC(=O)COc2cccnc2[N+](=O)[O-])CCCCC1
    33 | -3 | -4 | -11 | nt | 7 | 1 | -7
